# KB-3-1 cytotox – qHTS assay for MDR1-selective chemotherapeutics: Primary screen using the parental adenocarcinoma cell KB-3-1; Potency, µM (top dose mostly 46.1 µM), for inactives: at the highest dose activity change, negative = cytotoxic, most hits filed as cytotoxic; 1.4% of 400,000 active; KB-3-1 viability, CellTiter-Glo ATP luminescence, 72 h; AID 1347075, 2019; note: potency is the fitted concentration of half-maximal effect; % is set by controls: 0 for no effect and ±100 for the full control effect; nearly all actives have a fitted effect of over 60% in size
#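 KB-3-1 parental drug-naive adenocarcinoma cells in DMEM/10% FBS, incubated 72 h at 37 C with pin-transferred compounds across a concentration series. Viability by CellTiter-Glo luminescence; concentration-response curves fitted after normalization.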
# HT1080 IDH1KD tx – qHTS for induction of synthetic lethality in tumor cells producing 2HG: qHTS for the HT-1080-IDH1KD cell line. HT-1080 IDH1 knockdown viability, ATP luminescence, 48 h. Potency, µM (doses to about 46.1 µM), for the others: at the top dose activity, negative = toxicity, actives largely listed as cytotoxic. AID 686971, 2013. 2% of 360,000 active;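 note: potency is the fitted concentration of half-maximal effect; 0% = DMSO wells and -100% = cell-free medium wells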
#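 Luminescent ATP read-out (CellTiter-Glo, 10 min at room temperature) after 48 h compound exposure at 37 °C gave viability of IDH1-knockdown HT-1080 cells. Activity was normalised to DMSO and cell-free wells, then fitted as concentration-response curves.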
# IL1B secr inh – qHTS for Inhibitors of Inflammasome Signaling: IL-1-beta AlphaLISA Primary Screen. activity change, % at 57.5 µM. THP-1 LPS/ATP IL-1B secretion, AlphaLISA, 16 h; hits give low values. 4.7% of 360,000 active. AID 743279, 2014; in the data active = activity change below about -50%; inconclusive = mostly about -30% to -49%; note: % is set by controls: 0 for no effect and ±100 for the full control effect
#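 Secreted IL-1B measured by AlphaLISA bead assay after 16 h compound exposure of THP-1 cells; compounds (final up to 57.5 uM) added 1 h before LPS (250 ng/mL) and ATP (1.25 mM) stimulation; lower signal means less secretion.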
# SW480 rereplic – A quantitative high throughput screen for small molecules that induce DNA re-replication in SW480 colon adenocarcinoma cells; SW480 DNA re-replication, Hoechst DNA content imaging, 48 h; Potency, µM (titrated, usually from 46.1 µM), for the others: top-dose re-replication activation, usual class: activators; 1.8% of 340,000 active; AID 624297, 2012; note: potency is the fitted concentration of half-maximal effect; % of control where 0% means no effect; nearly all actives have a fitted effect of over 55% in size
#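 First, 250 cells per well were seeded. Next, compound or vehicle (23 nL) was pinned in, plates sat 48 hr at 37 C. Finally Hoechst was added for 40 min before fluorescence scanning.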
# MCF10A rereplic – A quantitative high throughput screen for small molecules that induce DNA re-replication in MCF 10a normal breast cells | MCF 10A DNA re-replication, Hoechst nuclear intensity, 48 h | Potency, µM (top dose mostly 46.1 µM), for inactives: at the highest dose activity, positive = re-replication, usual class: activators | 2.9% of 350,000 active; note: potency is the fitted concentration of half-maximal effect; % of control where 0% means no effect; nearly all actives have a fitted effect of over 50% in size
# S2 tox – Viability Counterscreen for Primary qHTS for Inhibitors of ATXN expression | AID 651635, 2014 | Potency, µM (series often up to 56.7 µM), actives largely listed as cytotoxic | S2 cells (HEK-293 line with an ATXN2-luciferase reporter) viability, CellTiter-Fluor protease fluorescence, 24 h | 0.49% of 400,000 active; note: potency is the fitted concentration of half-maximal effect; nearly all actives have a fitted effect of over 40% in size
# HT1080NT lethal – qHTS for induction of synthetic lethality in tumor cells producing 2HG: qHTS for the HT-1080-NT fibrosarcoma cell line; HT-1080-NT fibrosarcoma viability, CellTiter-Glo ATP luminescence, 48 h; Potency, µM (series often up to 46.1 µM), for the others: at the top dose activity, negative = less viability, usual class: cytotoxic; 1.6% of 360,000 active; AID 686970, 2013;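 note: NT is the 2HG producing partner of a matched IDH1 knockdown line; potency is the fitted concentration of half-maximal effect; 0% = DMSO-treated cells and -100% = media-only wells without cells; nearly all actives have a fitted effect of over 55% in size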
#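 Fibrosarcoma NT cells, 750 per well in 5% FBS RPMI, were exposed to compound for 48 hours. Viability: CellTiter-Glo luminescence.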
# HepG2 viability – qHTS for Inhibitors of TGF-b: Cytotox Counterscreen. AID 588856, 2011. Potency, µM (doses to about 46.1 µM), inactives show top-dose activity change, negative = cytotoxicity, usual class: cytotoxic. HepG2 CAGA-GFP viability, ATP luminescence, 18 h. 0.76% of 410,000 active; note: potency is the fitted concentration of half-maximal effect; some results filed as inactive show a strong effect at the top dose
#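 CellTiter-Glo luminescence gave cytotoxicity after 18 hours at 37 degrees C. The cells were HepG2 CAGA-GFP in 1% FBS DMEM, stimulated with 500 pg/mL TGF-beta after compound addition. %Activity was normalised to no-cell wells (complete cell-killing) and DMSO (no toxicity), and curves were fitted and classified.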
# ATXN2 expr inh – Primary qHTS for Inhibitors of ATXN expression | HEK-293 ATXN2-luciferase reporter, luminescence, 24 h | Potency, µM (doses to about 57 µM), for the others: at the top dose activity change, negative = inhibition, hits mostly inhibitors | 0.72% of 360,000 active | AID 1745845, 2022; note: potency is the fitted concentration of half-maximal effect; % is set by controls: 0 for no effect and ±100 for the full control effect; nearly all actives have a fitted effect of over 55% in size
#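 ATXN2-luciferase reporter cells (luciferase flanked by upstream and downstream ATXN2 gene portions) were treated 24 h at 37 °C with compounds at up to 57 uM. SteadyGlo luminescence gave expression; GF-AFC fluorescence gave viability.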
# Starred values were filed as active, the others as inactive; i = inactive; ? = inconclusive; / = not tested or not shown; & = joins results of further samples; [ ] = another dose, or the depositor's remark. Unless noted, calls come from the whole dose curve; as a rule, active = well fitted curve in the direction sought with a large enough effect; inconclusive = small, poorly fitted or top-dose-only effect, or another doubt; inactive = no such curve, though single readings can be large; an effect the other way counts as inactive or inconclusive.
# Field names – A = KB-3-1 cytotox; B = HT1080 IDH1KD tx; C = IL1B secr inh; D = SW480 rereplic; E = MCF10A rereplic; F = S2 tox; G = HT1080NT lethal; H = HepG2 viability; I = ATXN2 expr inh
(1) CCCC(=O)Nc1nnc(SCC(=O)NCc2ccco2)s1
  A: 4% | B: 9% | C: 21 | D: 0% | E: -2% | F: i | G: 8% | H: 2% | I: 13%
(2) COc1ccccc1N1CCN(c2ncnc3n[nH]c(Br)c23)CC1
  A: ? | B: 18µM* | C: 16 | D: / | E: / | F: ? | G: ? | H: / | I: -29%
(3) COc1cc(C)ccc1OCC(=O)OCC(=O)c1[nH]c(C)c(C(C)=O)c1C
  A: -15% | B: -2% | C: 13 | D: 1% | E: 0% | F: i | G: -1% | H: 5% | I: -2%
(4) Clc1ccc(OCCn2ccnc2)c(Cl)c1
  A: -3% | B: 6% | C: -14 | D: 0% | E: 0% | F: i | G: 7%[9.24 µM] | H: -4% | I: 12%
(5) CCCOc1ccc(-c2csc(NC(=O)CN3C(=O)CCC3=O)n2)cc1
  A: 26% | B: 10% | C: 24 | D: -4% | E: -2% | F: i | G: 7% | H: 2% | I: 5%
(6) CC1=C(C#N)C(NC(=O)c2ccccc2Cl)(C(F)(F)F)C(=O)N1 (stereo not given)
  A: -1%&0% | B: 3% | C: 20 | D: -5% | E: 9% | F: i | G: -7% | H: 1%&14% | I: 6%&2%
(7) Cc1ncc(C[n+]2csc(C)c2C)c(N)n1
  A: -1% | B: 15% | C: 2 | D: -3% | E: 0% | F: i | G: 12% | H: -5% | I: -2%
(8) COc1cc(/C=N/n2cc(-c3ccccc3)[nH]c2=S)cc(OC)c1O
  A: 0% | B: 11% | C: 60 | D: -5% | E: 4% | F: i | G: ? | H: -2% | I: /
(9) COc1ccccc1NC(=O)c1ccccc1SC
  A: -7% | B: 22% | C: -15 | D: -8% | E: -4% | F: i | G: 23% | H: -3% | I: 1%
(10) O=C(c1ccc2[nH]c(=O)c(=O)[nH]c2c1)N1CCN(Cc2ccccc2)CC1
  A: 11% | B: 14% | C: 32 | D: 5% | E: 0% | F: i | G: 7% | H: 7% | I: -6%
(11) Clc1cccc(-c2ccc(-c3nc4ccccn4c3NCc3ccccc3)cc2)c1
  A: 0% | B: ? | C: ? | D: ? | E: 16µM* | F: i | G: ? | H: -31% | I: -24%
(12) N#Cc1ccc(-c2csc(NNC(=O)c3ccc(Br)cc3)n2)cc1
  A: 0% | B: 5.2µM* | C: -2 | D: 5.2µM* | E: ? | F: ? | G: 8.2µM* | H: -40% | I: ?
(13) COc1ccc(C2CC(c3ccccc3)=NN2C(=O)COC(=O)c2nc3nc(C)cc(C)n3n2)cc1 (stereo not given)
  A: 0% | B: -4% | C: -16 | D: -5% | E: 1% | F: i | G: -5% | H: -1% | I: 19%
(14) Cc1cc(=O)[nH]c(SCC(=O)Nc2ccc(S(=O)(=O)N3CCOCC3)cc2)n1
  A: 12% | B: 4% | C: -15 | D: -7% | E: -1% | F: i | G: 3% | H: -1% | I: -10%
(15) CCOC(=O)Cc1csc(NC(=O)COc2c(C)cccc2C)n1
  A: 1% | B: 1% | C: 0 | D: 0% | E: 10% | F: i | G: 3% | H: -22% | I: /
(16) COc1ccc(OCc2nnc(SCC(=O)N3CCCC3)o2)cc1
  A: 19% | B: 11% | C: -1 | D: -3% | E: 0% | F: i | G: 7% | H: -13% | I: 29%
(17) COc1ccc(C(=O)Nc2cc(C)ccc2NC(=O)COc2ccccc2)cc1
  A: -5% | B: ? | C: 5 | D: -2% | E: -4% | F: ? | G: -2% | H: -17% | I: 18%
(18) Cc1cc(Nc2cccc(Cl)c2)nc(-c2ccccc2O)n1
  A: -11% | B: ? | C: ? | D: 29µM* | E: ? | F: i | G: -30% | H: -59% | I: -27%
(19) O=C(NCCc1ccccc1)C1CC(c2ccccc2O)=NO1 (stereo not given)
  A: 1% | B: -3% | C: 4 | D: -5% | E: 1% | F: i | G: 6% | H: 4% | I: -5%
(20) CCCOc1ccccc1C1CC(=O)Nc2cc3c(cc21)OCCO3 (stereo not given)
  A: 1.3µM* | B: 1.5µM* | C: 14 | D: ? | E: ? | F: ? | G: 1.3µM* | H: 1% | I: 8%
(21) CCCSc1ccc([C@H]2N[C@@](Cc3ccccc3)(C(=O)OC)[C@H]3C(=O)N(CC)C(=O)[C@@H]23)cc1
  A: 2% | B: 2% | C: -12 | D: 1% | E: 16% | F: i | G: 9% | H: -2% | I: -14%
(22) Cc1ccccc1OCCCCn1c(C2CC(=O)N(c3ccccc3Cl)C2)nc2ccccc21 (stereo not given)
  A: 3% | B: / | C: / | D: / | E: / | F: i | G: / | H: -45% | I: -14%
(23) CC(C)c1ccc(NC2CCCN(C(=O)c3ccnc(Cl)c3)C2)cc1 (stereo not given)
  A: 2% | B: -17% | C: 17 | D: 8% | E: 0% | F: i | G: 2% | H: -1% | I: -3%
(24) COC(=O)[C@]12CCCCC=C1N(CCc1ccc(OC)c(OC)c1)C(=O)[C@H](CC(=O)N1CCN(C(=O)c3ccco3)CC1)C2
  A: 1% | B: -29% | C: ? | D: / | E: / | F: / | G: -22% | H: / | I: /
(25) CC1CCc2sc(-c3n[nH]c(=S)o3)cc2C1 (stereo not given)
  A: 18% | B: 0% | C: 2 | D: -215%[1.84 µM] | E: -8% | F: i | G: 9% | H: 3% | I: -4%
(26) CN1CCCC1CCNC1C2CC3CC(C2)CC1C3 (stereo not given)
  A: -2% | B: -8% | C: -13 | D: 15% | E: 0% | F: i | G: ? | H: -17% | I: -19%
(27) CCCCOC(=O)Nc1nnc(/C=C/c2ccc(OC)cc2)s1
  A: 11% | B: -26% | C: -2 | D: 15% | E: 2% | F: i | G: -22% | H: -7% | I: 6%

# Down the list, as entered above:
# Nos. 3 to 7 in IL1B secr inh, in turn: 13, -14, 24, 20, 2
# Nos. 3 to 7 in ATXN2 expr inh, in turn: -2%, 12%, 5%, 6%&2%, -2%
# Nos. 3 to 7 in HT1080NT lethal, in turn: -1%, 7%[9.24 µM], 7%, -7%, 12%

# Single values from the list.
# entry 17 in MCF10A rereplic shows -4%
# entry 8 in HepG2 viability shows -2%

# Ten entries from above, sorted by formula weight, lowest first.
# Field names – A = KB-3-1 cytotox; B = HT1080 IDH1KD tx; C = IL1B secr inh; D = SW480 rereplic; E = MCF10A rereplic; F = S2 tox; G = HT1080NT lethal; H = HepG2 viability; I = ATXN2 expr inh
(7) Cc1ncc(C[n+]2csc(C)c2C)c(N)n1
  A: -1% | B: 15% | C: 2 | D: -3% | E: 0% | F: i | G: 12% | H: -5% | I: -2%
(25) CC1CCc2sc(-c3n[nH]c(=S)o3)cc2C1 (stereo not given)
  A: 18% | B: 0% | C: 2 | D: -215%[1.84 µM] | E: -8% | F: i | G: 9% | H: 3% | I: -4%
(26) CN1CCCC1CCNC1C2CC3CC(C2)CC1C3 (stereo not given)
  A: -2% | B: -8% | C: -13 | D: 15% | E: 0% | F: i | G: ? | H: -17% | I: -19%
(9) COc1ccccc1NC(=O)c1ccccc1SC
  A: -7% | B: 22% | C: -15 | D: -8% | E: -4% | F: i | G: 23% | H: -3% | I: 1%
(1) CCCC(=O)Nc1nnc(SCC(=O)NCc2ccco2)s1
  A: 4% | B: 9% | C: 21 | D: 0% | E: -2% | F: i | G: 8% | H: 2% | I: 13%
(10) O=C(c1ccc2[nH]c(=O)c(=O)[nH]c2c1)N1CCN(Cc2ccccc2)CC1
  A: 11% | B: 14% | C: 32 | D: 5% | E: 0% | F: i | G: 7% | H: 7% | I: -6%
(2) COc1ccccc1N1CCN(c2ncnc3n[nH]c(Br)c23)CC1
  A: ? | B: 18µM* | C: 16 | D: / | E: / | F: ? | G: ? | H: / | I: -29%
(21) CCCSc1ccc([C@H]2N[C@@](Cc3ccccc3)(C(=O)OC)[C@H]3C(=O)N(CC)C(=O)[C@@H]23)cc1
  A: 2% | B: 2% | C: -12 | D: 1% | E: 16% | F: i | G: 9% | H: -2% | I: -14%
(22) Cc1ccccc1OCCCCn1c(C2CC(=O)N(c3ccccc3Cl)C2)nc2ccccc21 (stereo not given)
  A: 3% | B: / | C: / | D: / | E: / | F: i | G: / | H: -45% | I: -14%
(24) COC(=O)[C@]12CCCCC=C1N(CCc1ccc(OC)c(OC)c1)C(=O)[C@H](CC(=O)N1CCN(C(=O)c3ccco3)CC1)C2
  A: 1% | B: -29% | C: ? | D: / | E: / | F: / | G: -22% | H: / | I: /
